IDH1 R132H inh = inhibitors of human mutant IDH1 R132H; AID 602179; Potency, µM (top dose mostly 76.6 µM), for the others: top-dose activity change, negative = inhibition, usual class: inhibitors; IDH1-R132H enzyme, NADPH consumption, diaphorase/resazurin fluorescence; 390,000 tested, 0.093% active; note: potency is the fitted concentration of half-maximal effect; % is set by controls: 0 for no effect and ±100 for the full control effect; nearly all actives have a fitted effect of over 65% in size
Target sequence (O75874 whole entry R132H, stated change not applied): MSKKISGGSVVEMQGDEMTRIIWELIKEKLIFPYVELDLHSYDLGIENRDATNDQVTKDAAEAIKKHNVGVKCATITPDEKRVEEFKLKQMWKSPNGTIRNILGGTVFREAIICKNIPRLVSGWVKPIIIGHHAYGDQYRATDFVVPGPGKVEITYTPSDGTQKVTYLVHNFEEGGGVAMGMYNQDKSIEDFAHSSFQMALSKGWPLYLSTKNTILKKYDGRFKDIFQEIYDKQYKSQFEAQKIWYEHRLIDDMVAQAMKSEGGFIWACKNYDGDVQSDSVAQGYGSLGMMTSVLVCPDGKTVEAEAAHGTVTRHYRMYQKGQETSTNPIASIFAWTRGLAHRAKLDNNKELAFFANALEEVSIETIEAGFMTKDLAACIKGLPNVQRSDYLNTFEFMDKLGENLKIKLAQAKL
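IDH1-R132H (0.5 ug/mL dispensed) in pH 7.5 Tris buffer was preincubated 30 min with compound, then given a substrate mix of 0.016 mM NADPH and 2 mM alpha-KG for 80 min at room temperature; remaining NADPH was read by diaphorase/resazurin fluorescence.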
D2 ag = D2 dopamine receptor (human) agonism | HEK293 T-REx D2 cells, calcium flux agonist mode | activation, % at 2 µM | 340,000 tested, 0.53% active | AID 485358;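 active = activation over 3 SD above normal in the single-dose calcium agonist read, cut at about 30% in these data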; note: 0% is about no effect
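Tetracycline-induced HEK293 T-REx cells with force-coupled D2 receptor, plated overnight at 30 C, loaded with no-wash calcium dye. After a 10 s baseline, compound was pin-added and calcium flux read kinetically for 180 s; calcium rises flagged agonists.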
TRHR ag = activates the human TRH receptor. activation, % at 2 µM. TRHR cells, calcium flux fluo-8, FDSS agonist mode. P34981. 360,000 tested, 0.18% active. AID 493084; in the data active = activation above about 30%; note: 0% is about no effect
Target sequence (P34981 whole entry, looked up): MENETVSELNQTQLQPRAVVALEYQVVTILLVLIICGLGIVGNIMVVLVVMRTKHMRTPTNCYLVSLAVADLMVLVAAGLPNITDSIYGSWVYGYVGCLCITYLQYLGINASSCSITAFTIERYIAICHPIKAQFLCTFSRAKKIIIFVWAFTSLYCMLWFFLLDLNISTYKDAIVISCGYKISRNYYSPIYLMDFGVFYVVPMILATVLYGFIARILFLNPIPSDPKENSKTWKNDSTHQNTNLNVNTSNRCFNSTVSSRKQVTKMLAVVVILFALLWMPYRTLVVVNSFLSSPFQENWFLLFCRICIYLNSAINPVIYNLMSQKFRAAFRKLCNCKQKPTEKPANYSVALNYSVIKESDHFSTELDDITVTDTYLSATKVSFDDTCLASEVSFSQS
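Agonist-mode FDSS calcium read (Ex 480/Em 530, 1 s cycles) in 1536-well TRHR cells with fluo-8 dye, after 10-cycle baseline and 23 nL compound addition; TRH at EC20 (10 nM final) added afterwards for the enhancer phase.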
D2 antag = antagonizes the human D2 dopamine receptor; P14416; HEK293 TREx D2 cells, calcium flux, dopamine EC80; inhibition, % at 10 µM; 340,000 tested, 2% active; in the data active = inhibition above about 30%; note: 0% is about no effect
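Measurement of antagonist activity uses fluorescent calcium dye in inducible HEK293 T-REx D2 cells: 10 s baseline, compound addition with 180 s read, EC80 dopamine addition with a further 180 s read.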
TrxR1 inh = blocks rat thioredoxin reductase 1. 390,000 tested, 1% active. Potency, µM (highest dose often 114 µM), for inactives: top-dose activity change, negative = inhibition, hits mostly inhibitors. O89049. recombinant rTrxR1, NADPH fluorescence consumption, selenite substrate; note: potency is the fitted concentration of half-maximal effect; % is set by controls: 0 for no effect and ±100 for the full control effect; nearly all actives have a fitted effect of over 65% in size
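Rat TrxR1 (90 nM in the dispensed reagent) was pre-reduced with 400 uM NADPH for 5 min at room temperature, then incubated with compound for 15 min. After 400 uM selenite was added, NADPH fluorescence (Ex 340/Em 450 nm) was followed for 8 min.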
Pin1 inh = blocks the human prolyl isomerase Pin1. AID 504891. Pin1 FP peptide displacement, HiFluor488, 10 min. Q13526. 390,000 tested, 0.009% active. Potency, µM (titrated, usually from 115 µM), without a hit: top-dose activity, negative = inhibition, most hits filed as inhibitors; active = well fitted inhibition curve with a large enough effect in the polarisation, with a control signal flat, not every such curve was filed as active; inconclusive = small, poorly fitted or top-dose-only effect, or effect the other way, or a change in a side signal; inactive = no such curve, though single readings can be large or run the other way; the % refers to the polarisation; note: potency is the fitted concentration of half-maximal effect; % is set by controls: 0 for no effect and ±100 for the full control effect
Target sequence (Q13526 whole entry, looked up): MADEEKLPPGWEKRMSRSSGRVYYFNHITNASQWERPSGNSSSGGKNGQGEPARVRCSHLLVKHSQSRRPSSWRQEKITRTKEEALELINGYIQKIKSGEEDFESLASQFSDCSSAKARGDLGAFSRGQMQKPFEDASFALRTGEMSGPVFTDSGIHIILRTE
TRHR enhancer = allosterically enhances the human TRH receptor; P34981; TRHR cells, fluo-8 calcium fluorescence, EC20 TRH enhancement; enhancement, % at 2 µM; 360,000 tested, 0.66% active; in the data active = enhancement above about 30%; note: 0% is about no effect
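Enhancer read-out: after compound pinning and an initial kinetic agonist-mode read, an EC20 of TRH (10 nM final) was injected and fluo-8 calcium signal (Ex 480/Em 530) followed at 1 s/cycle for 100 cycles in TRHR-expressing cells.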
TrxR1 substrate = substrates of rat thioredoxin reductase 1. 390,000 tested, 0.01% active. O89049. AID 588456. Potency, µM (top dose mostly 114 µM), for inactives: at the top dose activity change, negative = substrate turnover. purified TrxR1 substrate turnover, NADPH consumption readout; note: potency is the fitted concentration of half-maximal effect; % is set by controls: 0 for no effect and ±100 for the full control effect; nearly all actives have a fitted effect of over 50% in size
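Rat TrxR1, dispensed at 90 nM, was prereduced with 400 uM NADPH (final) for 5 min at ~22 deg C, then incubated with compound 15 min before 400 uM selenite. A first-read NADPH fluorescence drop versus no-compound background flagged substrates.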
USP1-UAF1 inh = USP1/UAF1 (human) deubiquitinase inhibition | O94782 | recombinant USP1/UAF1, Ub-Rhodamine cleavage fluorescence | Potency, µM (series often up to 57.1 µM), for inactives: at the highest dose activity change, negative = inhibition, actives largely listed as inhibitors | 390,000 tested, 0.23% active | AID 743255; note: potency is the fitted concentration of half-maximal effect; % is set by controls: 0 for no effect and ±100 for the full control effect; nearly all actives have a fitted effect of over 60% in size; inactives centre near -12
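1 nM enzyme complex + cpd, 15 min RT; start with Ub-Rho 150nM final; kinetic fluorescence ex 480/em 540, 6 reads q60 s. Buffer 50mM HEPES pH 7.8, 0.5mM EDTA, 0.1 mg/ml BSA, 1mM TCEP, 0.01% Tween-20.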
* marks the source's active call; other numbers are inactive results; ? = inconclusive; / = not tested or not shown; [ ] = another dose, or the depositor's remark. Unless noted, calls come from the whole dose curve; as a rule, active = well fitted inhibition curve with a large enough effect; inconclusive = small, poorly fitted or top-dose-only effect; inactive = no such curve, though single readings can be large or run the other way.

SMILES	IDH1 R132H inh	D2 ag	TRHR ag	D2 antag	TrxR1 inh	Pin1 inh	TRHR enhancer	TrxR1 substrate	USP1-UAF1 inh
Cc1ccc(N=Nc2c(=O)[nH]n3c(=O)cc(C)[nH]c23)cc1	10%	0.7	-0.3	14	-23%[57.1 µM]	?	-11	-5%[57.1 µM]	-14%
CCN(CC)Cc1c(C(=O)N/N=C/c2c(Cl)cccc2Cl)nnn1-c1nonc1N	9%	-0.5	-0.6	16	11%	13%	9	6%[0.457 µM]	?
CC(C)C(OC(=O)c1ccco1)C(=O)NCc1ccccc1 (stereo unspecified)	8%	-0.6	-0.2	-5	20%[57.1 µM]	-3%	1	4%[57.1 µM]	-11%
COc1ccc(N2CCN(C(=O)CCNS(=O)(=O)c3cccs3)CC2)cc1	0%	/	-0.5	/	-15%	4%	1	-6%	6%
CC(C)N(C(=S)Nc1cccc(C(F)(F)F)c1)C(C)c1ccccn1 (stereo unspecified)	2%	-0.1	0.2	-20	-20%[57.1 µM]	-11%	-1	-3%[57.1 µM]	1%
O=C(CNC(=O)Cc1ccccc1)NCC(=O)OCc1ccccc1	7%	/	0.3	/	22%	-9%	-1	9%	-5%
CSCc1ccc(C(=O)NCc2ccc(C)cc2)cc1	5%	0.0	-0.4	-2	14%[57.1 µM]	-9%	-1	8%[57.1 µM]	-16%
CCOC(=O)c1sc(NC(=O)c2cc3nc(-c4ccc(Br)cc4)cc(C(F)(F)F)n3n2)c(C(=O)OCC)c1C	5%	-0.5	0.0	/	1%[57.1 µM]	-1%	-1	4%[57.1 µM]	-14%
Cc1ccc(C2CC(=O)N(Cc3ccccc3)c3c2c(C)nn3-c2nc(C)cc(C)n2)cc1 (stereo unspecified)	-2%	/	-0.9	/	20%	-12%	7	0%	-27%
Cc1cc(C)nc(-n2nc(C)cc2NC(=O)c2ccc(S(=O)(=O)N3CCOCC3)cc2)n1	3%	-0.3	-0.6	4	-17%	0%	-2	-10%	-9%
Cc1cc(C)c(S(=O)(=O)NCc2ccc3c(c2)OCO3)cc1C	2%	0.4	-0.6	9	15%	-9%	0	-1%	-26%
O=C(Nc1ccccc1C(=O)O)c1cc(S(=O)(=O)N2CCCCCC2)ccc1Cl	-24%	-1.2	-0.4	-26	-2%	-7%	0	-3%	-19%
CN(C)CCOC1c2ccccc2CCc2ccc3ccccc3c21 (stereo unspecified)	2%	/	/	/	-1%[57.1 µM]	-13%	/	4%[57.1 µM]	-5%
O=C(Nc1nnc(C2CC2)s1)c1cncc(Br)c1	-6%	/	/	/	-4%	5%	/	-12%	-4%
NC(=S)Nc1cccc2cn[nH]c12	1%	1.2	-0.4	-7	2%[57.1 µM]	1%	-4	7%[57.1 µM]	-3%
Cc1ccc(S(=O)(=O)N2CCCC2C(=O)NCCc2ccccc2)cc1 (stereo unspecified)	8%	0.9	-0.2	17	22%[57.1 µM]	0%	-3	-17%[57.1 µM]	-13%
Cc1cccc(N(C(=O)c2nsc(Cl)c2Cl)C(C(=O)NC2CCCC2)c2ccc(O)cc2)c1 (stereo unspecified)	-3%	/	0.8	/	5%[57.1 µM]	3%	-9	2%[57.1 µM]	-17%
CCOc1cc(/C=C2\NC(=S)N(C)C2=O)ccc1OCc1ccc(C(=O)O)cc1	-21%	/	1.4	/	-8%	-6%	7	-8%	-11%
COc1ccc(C(=O)NCC2(c3ccccc3)CCOCC2)cc1[N+](=O)[O-]	5%	0.0	0.1	-10	-2%	0%	-6	-5%	0%
Cc1ccc(S(=O)(=O)N2CCN(C(=O)CN3C(=O)NC4(CCOc5ccccc54)C3=O)CC2)cc1 (stereo unspecified)	-7%	0.0	-0.5	4	8%	-1%	-5	-2%	-17%
CCN1CCN(c2ncc3c(n2)CCN(CC(C)C)C3)CC1	25%	2.9	1.3	/	7%[57.1 µM]	2%	-3	2%[57.1 µM]	-14%
Cc1nc(SCC(=O)OC(C)(C)C)c2c3c(sc2n1)CCCC3	36%[activator]	-0.8	-0.7	/	9%	14%	0	7%	-20%
O=C(NC1CCN(C(=S)NCc2ccco2)CC1)NC12CC3CC(CC(C3)C1)C2	4%	-0.8	-0.3	-8	13%	18%	8	9%	-5%
COc1ccccc1NC(=O)NC1CCCc2ccccc21 (stereo unspecified)	6%	-1.3	-0.1	-1	4%	9%	0	-1%	-20%
COc1cccc(N/C(N)=N/c2nc(C(F)(F)F)cc(C(F)(F)F)n2)c1	-6%	-1.2	-0.2	-6	1%	0%	1	-11%	-26%
COc1cc2c(cc1OC)C(C)N(C(=O)c1ccc(Br)o1)CC2 (stereo unspecified)	1%	1.7	0.6	2	-12%	-1%	3	-11%	-2%
Cn1c(=O)c2[nH]c(=O)cnc2n(C)c1=S	-6%	0.5	0.5	-18	-33%	-27%	2	-13%	-9%
CC(C)Sc1nc(N)nc(-c2cccs2)c1C#N	2%	0.6	1.8	28	12%[57.1 µM]	-3%	0	7%[57.1 µM]	-33%
COc1ccc(C)cc1NC(=O)CSc1nnc(-c2ccc(OC)c(OC)c2)n1N	3%	0.2	0.2	-7	3%	-2%	8	4%	-15%
O=C(/C=C/c1ccccc1)NNc1ccc(Cl)cc1	0%	0.2	-0.1	-21	6%	1%	-3	-6%	-11%
O=C(CSCc1ccc(Cl)cc1)c1ccco1	/	-0.8	-0.7	0	/	/	-7	/	/
CC(C)CN(C(=O)C1CC1)c1c(N)n(Cc2ccccc2)c(=O)[nH]c1=O	-4%	-0.3	0.2	-1	-1%[57.1 µM]	2%	1	-2%[57.1 µM]	-21%
NS(=O)(=O)c1ccc(NS(=O)(=O)c2ccc3c(c2)OCCO3)cc1	-3%	0.7	0.4	-14	11%	3%	0	4%	-2%
CCN(CCO)Cc1csc2cccc(Br)c12	4%	-0.4	0.0	-16	-6%	-8%	8	-5%	-13%
CCOC(=O)C1=C(COC(=O)COc2ccccc2C(C)C)NC(=O)NC1C (stereo unspecified)	4%	0.9	0.0	4	-4%	-1%	4	-9%	-1%
CSc1ncccc1C(=O)OCC(=O)NCc1ccccc1	-1%	-0.2	0.2	3	-8%	-3%	9	-9%	-19%
Cc1noc(C)c1COC(=O)CCc1nc2ccccc2c(=O)[nH]1	1%	-0.1	-0.6	3	-3%	-2%	7	-4%	-20%
CCOc1ccc(NC(=O)c2sccc2-n2cccc2)cc1	9%	-1.0	-0.9	5	4%	2%	-8	-1%	-25%
Cc1cc(C)n2c(SCCC(C)C)nnc2n1	2%	0.3	0.0	0	-3%	6%	-8	-3%	-4%
O=C(Nc1ccncc1)OCc1ccccc1	10%	-0.1	-0.3	2	3%[57.1 µM]	-5%	18	-6%[57.1 µM]	-7%
COc1ccc(C2(c3ccc(OC)cc3)NC(=O)N(CC(=O)Nc3cc(C)ccc3OC)C2=O)cc1	0%	-0.4	1.6	-23	26%	9%	4	0%	-26%
CCOc1ccc(/C=C/C(=O)Nc2ccccc2C(F)(F)F)cc1	3%	-0.9	-0.7	-9	5%	0%	5	3%	-10%
Cc1ccc(CC(=O)N/N=C/c2ccc3c(c2)OCO3)cc1	8%	-0.5	-0.1	9	9%[57.1 µM]	0%	1	7%	-15%
Cc1oc(-c2ccc(Cl)cc2)nc1CN1CCCC(C(=O)N2CCOCC2)C1 (stereo unspecified)	-12%	-0.6	-0.1	-4	15%[57.1 µM]	1%	1	5%[57.1 µM]	-12%
Oc1ccc(-c2nc(-c3ccc(O)c(O)c3)cs2)cc1	4%	3.2	0.4	-5	?	11%	4	-14%	-20%
CC1CN(C(=O)COc2ncnc3ccccc23)CC(C)O1 (stereo unspecified)	0%	-0.1	-0.1	7	-3%	-2%	9	4%[57.1 µM]	-1%
O=C(Cn1c2ccccc2c(=O)c2ccccc21)Nc1ccccc1F	2%	0.0	0.2	-11	17%	8%	-7	46%[activator]	-26%
Cc1ccc(-n2ncc3c(NNC(=O)c4ccco4)ncnc32)cc1Cl	2%	0.9	0.5	1	-33%	-5%	-2	-7%	-21%
O=c1cc(O)nc(-c2ccc(Cl)cc2)s1	4%	0.2	0.3	5	-9%	-8%	-1	-6%	-23%
CCCCN1C=C(C(C)=O)C(=O)CC1	-12%	/	/	/	8%	1%	/	1%	-20%
The results go on.
SMILES	IDH1 R132H inh	D2 ag	TRHR ag	D2 antag	TrxR1 inh	Pin1 inh	TRHR enhancer	TrxR1 substrate	USP1-UAF1 inh
O=c1[nH]c2ccc(NC(=S)Nc3ccc(Cl)cc3Cl)cc2[nH]1	2%	1.1	0.2	-12	?	-5%	0	2%	5%
Cc1nonc1NC(=O)CSc1nnnn1-c1ccccc1	8%	0.5	-0.7	3	13%	-10%	-5	-1%	-5%
Cc1cccc(-n2ncc3c2CCCC3NC(=O)CCc2ccncc2)c1C (stereo unspecified)	-8%	1.5	0.5	-11	21%	5%	-2	4%	-25%
CCCCSC(=S)NC1CCS(=O)(=O)C1 (stereo unspecified)	6%	-0.5	-0.4	-6	13%	-6%	1	3%	-6%
O=c1cc(-c2ccccc2)nc(SCc2ccc(F)cc2)[nH]1	-1%	-0.4	-0.3	10	12%[57.1 µM]	0%	0	-11%	-4%
O=C1[C@@H]2Cc3c([nH]c4ccccc34)C(c3ccc([N+](=O)[O-])cc3)N2C(=O)CN1C1CC1 (stereo partly specified)	-4%	1.7	1.0	0	18%	3%	7	-3%	-13%

Just TRHR ag and Pin1 inh, for two of the compounds above:
Compound | TRHR ag | Pin1 inh
COc1ccc(C)cc1NC(=O)CSc1nnc(-c2ccc(OC)c(OC)c2)n1N | 0.2 | -2%
O=C(/C=C/c1ccccc1)NNc1ccc(Cl)cc1 | -0.1 | 1%

Screens deposited in PubChem BioAssay by National Center for Advancing Translational Sciences (NCATS).

These rows are one share of the data, so the mix of outcomes need not match the whole.
